# PAX8 reporter = lowers PAX8-driven luciferase in RMG-I cells; RMG-I TPO-luciferase reporter, SteadyGlo, 24 h; inhibition, % at 12.6 µM; 1.2% of 360,000 active; AID 652154;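 active = mean replicate inhibition at least 60% with every replicate also reaching 60%; inconclusive = only one of the two criteria is met; inactive = mean below 60% and not all replicates reaching 60%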;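 note: luciferase light reporting Pax8 driven TPO promoter activity; plate controls were median of neutral control wells for no effect and mitoxantrone controls for full effect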
# ARNT-TACC3 inh = disrupts binding between human ARNT and TACC3 | Q9Y6A5 | AlphaScreen His-ARNT PAS-B/GST-TACC3 binding, luminescence; TACC3 fragment carries E629A point mutation | inhibition, % at 9.99 µM | 0.66% of 390,000 active | AID 623870;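 active = mean inhibition of replicates at least 50% and at least half of replicates each reaching 50%; inconclusive = half or more replicates reach 50% but mean below 50%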;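 note: 0% = complete ARNT plus TACC3 wells and 100% = ARNT alone without TACC3; many hits fall short of the cut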
# INS-1E GSIS act = GLuc luminescence reporter in INS-1E cells, primary screen for activators of glucose-dependent secretion of insulin; AID 743287; activation, % at 16.6 µM; INS-1E GLuc reporter insulin secretion, 2-3 h; 0.61% of 370,000 active;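 active = lowest replicate activation of at least 40%, so every replicate reaches that level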;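 note: 0% = median of neutral control wells and 100% = median of IBMX positive control wells; some compounds called inactive have numbers as strong as hits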
# XiGFP reactiv = reactivates the inactive X chromosome in mouse fibroblasts; XiGFP mouse fibroblasts, % GFP-positive cells imaging, 3 d; cells co-treated with 5-aza-dC sensitizer; scaled so ellipticine positive control = 100%; activation, % at 7.58 µM; 0.055% of 360,000 active;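 active = mean normalized replicate activation at least 10% and every replicate at or above 10%; inconclusive = only one of the two criteria met; inactive = mean below 10% and not all replicates reach 10%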;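 note: 0% = median of on-plate neutral control wells and 100% = ellipticine 6 µM median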
#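 Schedule: 3 d treatment, 15 min room-temperature fixation; system: 68-5-11 XiGFP fibroblast line; buffer or medium: DMEM plus 5-aza-dC sensitizer; control set: ellipticine 6 µM positive control; compound: one concentration, pinned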
# CFTR F508del cor = correctors of CFTR F508del function in bronchial epithelial cells | activity (quench increase), % at 7.58 µM | AID 720511 | CFBE cells, YFP halide quenching; stimulated with forskolin plus potentiator P3; % fluorescence drop versus neutral controls | 0.36% of 350,000 active;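 active = mean added fluorescence quench of at least 8% versus neutral control, with both replicates also reaching 8%; inconclusive = only one of the mean or replicate conditions met; inactive = mean below 8% and not both replicates reaching 8%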;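 note: cells transiently co-express mutant CFTR-F508del with the halide-sensitive YFP; corrector assay measuring rescue of mutant channel to the surface after 24 h compound exposure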
# ERp5 inh = inhibitors of human ERp5. Q15084. ERp5 insulin aggregation, absorbance 650 nm, 90 min. inhibition, % at 9.99 µM. 0.05% of 350,000 active. AID 651711;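 active = mean replicate inhibition above about 25%, with every replicate also reaching it, limit read from the data, passing the limit was not always enough; inconclusive = only one of those two criteria met; inactive = neither criterion met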
# Target sequence (Q15084 whole entry, looked up): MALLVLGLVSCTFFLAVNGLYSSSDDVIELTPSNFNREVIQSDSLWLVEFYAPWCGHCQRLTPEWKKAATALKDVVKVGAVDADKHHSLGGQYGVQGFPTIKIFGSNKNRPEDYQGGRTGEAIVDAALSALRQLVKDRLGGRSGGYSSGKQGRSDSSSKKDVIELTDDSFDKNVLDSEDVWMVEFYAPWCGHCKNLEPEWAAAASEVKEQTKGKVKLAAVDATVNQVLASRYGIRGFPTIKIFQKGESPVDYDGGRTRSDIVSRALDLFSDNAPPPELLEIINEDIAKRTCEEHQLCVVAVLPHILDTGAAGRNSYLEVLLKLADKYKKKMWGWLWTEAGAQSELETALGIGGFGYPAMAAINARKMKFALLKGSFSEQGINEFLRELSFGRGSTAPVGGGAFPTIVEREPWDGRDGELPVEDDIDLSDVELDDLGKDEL
# DENV2 CPE rescue = DENV2-induced cell death inhibition; AID 651640; DENV2-infected cells, cytopathic effect rescue, plate reader; 1.7% of 350,000 active; CPE inhibition, % at 9.99 µM; in the data active = CPE inhibition above about 20%, passing the limit was not always enough; inconclusive = no clear call, values can overlap the other calls; tested in BHK-21 cells;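 note: 0% = median of neutral control wells and 100% = median of positive control wells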
# EWS-Fli inh = inhibitors of EWS/Fli oncoprotein transcriptional activity | inhibition, % at 12.6 µM | AID 651661 | A673 NR0B1-luciferase reporter, viability-normalised | 0.67% of 350,000 active;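 active = mean inhibition of at least 50% after viability correction, with every replicate also passing that limit; inconclusive = mean reaches 50% but only one of two replicates passes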;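 note: firefly luciferase signal divided by Alamar Blue viability fluorescence both relative to DMSO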
# Active calls of the source: *; ? = inconclusive; / = no result given.
no.	Structure	PAX8 reporter	ARNT-TACC3 inh	INS-1E GSIS act	XiGFP reactiv	CFTR F508del cor	ERp5 inh	DENV2 CPE rescue	EWS-Fli inh
1	COc1ccc(S(=O)(=O)Nc2ccc3c(c2)C(=O)N([C@@H](C)CO)C[C@H](C)[C@H](CN(C)C(=O)Nc2ccc(C(F)(F)F)cc2)OCCCC[C@@H](C)O3)cc1	55	31	13	-0.1	4.2	1	-2	9
2	CC1CC(C)CN(S(=O)(=O)c2ccc3c(c2)oc(=O)n3CC(=O)N2CCOCC2)C1 (stereo not drawn)	12	-15	/	0.0	5.5	7	-3	1
3	O=C(Nc1ccc(S(=O)(=O)N2CCOCC2)cc1)c1ccc2c(c1)OCO2	-4	-6	6	0.2	1.9	-3	4	4
4	COc1cccc(OC)c1C(=O)Nc1cccc(C(=O)Nc2cccc(C(=O)O)c2)c1	20	-5	7	0.4	-1.7	-3	-4	-6
5	Cc1ccc(NC(=O)CN(C)C(=O)c2nn(C)c(=O)c3ccccc23)cc1	15	-10	-9	0.0	0.3	-5	-2	0
6	O=C(NN1C(=O)c2ccccc2NC1c1ccco1)c1ccccc1 (stereo not drawn)	-13	/	-7	0.0	1.0	5	4	-28
7	Cc1c(C(=O)N2CCC(n3nccc3NC(=O)C3CC3)CC2)[nH]c2ccc(Cl)cc12	9	0	-25	0.2	-1.1	2	1	/
8	COc1cccc(S(=O)(=O)Nc2ccc3c(c2)[C@@H]2C[C@@H](CC(=O)NC4CCCCC4)O[C@@H](CO)[C@@H]2O3)c1	27	14	-13	0.1	-0.3	-1	-2	5

# Continued, starting with the last three of the part before.
no.	Structure	PAX8 reporter	ARNT-TACC3 inh	INS-1E GSIS act	XiGFP reactiv	CFTR F508del cor	ERp5 inh	DENV2 CPE rescue	EWS-Fli inh
6	O=C(NN1C(=O)c2ccccc2NC1c1ccco1)c1ccccc1 (stereo not drawn)	-13	/	-7	0.0	1.0	5	4	-28
7	Cc1c(C(=O)N2CCC(n3nccc3NC(=O)C3CC3)CC2)[nH]c2ccc(Cl)cc12	9	0	-25	0.2	-1.1	2	1	/
8	COc1cccc(S(=O)(=O)Nc2ccc3c(c2)[C@@H]2C[C@@H](CC(=O)NC4CCCCC4)O[C@@H](CO)[C@@H]2O3)c1	27	14	-13	0.1	-0.3	-1	-2	5
9	N#Cc1ccccc1NS(=O)(=O)c1cc2c3c(c1)CCC(=O)N3CCC2	-3	-2	34	0.1	3.4	-1	-7	10
10	Cc1ccccc1OCC(=O)Nc1sc2c(c1C#N)CCC2	/	-7	3	/	-5.5	0	4	-53
11	COc1ccc(NC(=O)N(C)C[C@@H]2OCCCC[C@@H](C)Oc3ccc(NC(=O)c4ccncc4)cc3C(=O)N([C@H](C)CO)C[C@@H]2C)cc1	-23	0	2	0.0	-0.2	/	-9	-4
12	O=C(NCC(c1ccco1)N1CCc2ccccc2C1)c1cccc(Br)c1 (stereo not drawn)	2	-6	-4	0.1	-0.2	9	-6	6
13	Cc1ccc(Cl)cc1-c1cc(C(=O)N2CCc3ccccc3C2)[nH]n1	-11	/	-25	0.4	0.6	9	-5	-16
14	CCN(CC1CCCO1)C(=O)CCc1nnc(CCc2ccccc2OC)o1 (stereo not drawn)	/	1	/	-0.1	3.3	1	17	-19
15	CC1(C(=O)NS(=O)(=O)Cc2ccccc2C(F)(F)F)CCN1C(=O)Cc1cccs1 (stereo not drawn)	0	/	3	0.0	3.5	-1	13	-4
16	Cn1cnnc1SC1c2cccc3cccc(c23)C1NS(=O)(=O)c1ccc(Cl)cc1 (stereo not drawn)	19	-2	-13	0.3	/	/	/	/
17	Nc1sc2c(c1C(=O)NC1CCS(=O)(=O)C1)CCCC2 (stereo not drawn)	4	3	1	0.1	3.3	7	0	-7
18	CC(=O)c1ccc(Sc2nnc(C)s2)c([N+](=O)[O-])c1	6	-11	3	-0.1	-1.8	5	-1	-4
19	Cc1ccc(NC(=O)c2ccc(Cl)c(N3C(=O)CCC3=O)c2)cc1	-10	-8	-2	-0.2	-0.8	2	-3	-4
20	COc1ccc(/C=C(/NC(=O)c2cccc([N+](=O)[O-])c2)C(=O)O)cc1OC	-3	-5	4	0.0	0.1	0	-2	5
21	COc1cc(Cl)ccc1OCc1cc(C(=O)NCc2cc(C(C)C)no2)no1	/	1	-37	0.3	-1.8	0	-6	-82
22	c1ccc(CN=C2CCCc3ccccc3N2)cc1	0	/	12	0.1	0.7	9	-1	-7
23	O=C(NCC(=O)N1CCN(C(c2ccccc2)c2ccccc2)CC1)c1ccccc1F	2	-4	-8	0.1	0.9	1	-5	-3
24	O=C(CCNc1ccc(Br)cc1)c1cccc([N+](=O)[O-])c1	14	2	-2	0.0	-1.1	-4	-6	8
25	CCN1CCN(C(=O)/C=C/c2ccc(F)cc2)CC1	22	/	-10	-0.1	-1.6	3	3	-3
26	CC(C)[C@@H](N)C(=O)NC[C@H]1O[C@@H](n2cnc3c(=O)[nH]c(N)nc32)[C@H](O)[C@@H]1O	-13	/	-5	-0.1	0.8	-2	?	5
27	O=C(Nc1nc2ccc(Cl)cc2s1)c1ccc(N2CCCCC2)c([N+](=O)[O-])c1	-7	-2	/	0.1	/	1	-3	3
28	COC(=O)[C@]1(Cc2ccccc2)N[C@H](CN(C)C(=O)Nc2ccc(C(F)(F)F)cc2)[C@@H]2C(=O)N(C)C(=O)[C@@H]21	-12	-2	-23	0.0	-5.0	3	?	2
29	CCOC(=O)c1c(NC(=O)CSc2nc3cc(Cl)ccc3c(=O)n2Cc2ccco2)sc(C(=O)N(C)C)c1C	17	-2	2	0.1	6.0	-1	-2	6
30	CN1c2ccc(-c3ccccc3)cc2[C@@H]2[C@@H](CCN2C(=O)Cc2cccnc2)[C@@H]1CO	-19	4	-2	0.1	-3.6	1	-2	-10
31	Cc1cc([N+](=O)[O-])nn1CC(=O)NC(C)c1ccccc1 (stereo not drawn)	13	-17	/	0.1	/	6	5	-6
32	c1ccc(OCCSc2nnc3sc4ccccc4n23)cc1	/	-4	-7	/	-0.6	15	3	60*
33	COc1cccc(CNC(=O)C2CCC(CNc3c(N4CCC(C)CC4)c(=O)c3=O)CC2)c1 (stereo not drawn)	-5	-4	8	0.0	-0.2	8	-3	5
34	CN(C)c1ccc(C(C(=O)NC2CCCC2)N(C(=O)c2ccco2)C2CC2)cc1 (stereo not drawn)	9	10	-8	0.1	-0.4	1	-2	-29
35	COC(=O)[C@@H]1[C@@H](CO)[C@@H]2Cn3c(cccc3=O)[C@@H]2N1C(=O)C1CCC1	/	-10	13	0.0	-0.6	-1	-3	4
36	C=CCOc1ccc(/C=N/n2nnnc2N)cc1OC	-13	2	39	0.1	-1.5	-2	0	-5
37	COc1ccc(Br)cc1CNC(=O)C1CCCN(S(=O)(=O)N2CCC(C)CC2)C1 (stereo not drawn)	6	/	0	-0.1	3.8	4	8	14
38	COc1ccc(Br)cc1CNC(=O)c1ccc2c(c1)N(C)CCS2	7	0	/	0.1	0.3	-2	-1	0
39	CO[C@@H]1CN(C)C(=O)c2ccc(NC(=O)Nc3ccc4c(c3)OCO4)cc2OC[C@@H](C)N(C)C[C@H]1C	-3	20	2	-0.2	-0.4	/	/	-21
40	CCOc1ncccc1C(=O)OCC(=O)Nc1ccc(Cl)cn1	20	-6	1	0.1	-1.3	5	-2	2
41	Fc1ccc(-n2c(-c3cc(C4CC4)[nH]n3)n[nH]c2=S)cc1Cl	9	7	21	0.2	1.3	-2	-3	1
42	C[C@H](CO)N1C[C@H](C)[C@H](CN(C)C(=O)Nc2cccc3ccccc23)Oc2ccc(NC(=O)CCN3CCOCC3)cc2C1=O	5	13	16	0.0	0.5	4	18	10
43	CCOc1ccc(N2CC(C(=O)NCCC3=CCCCC3)CC2=O)cc1 (stereo not drawn)	/	-2	-5	/	4.1	-1	0	9
44	C[C@@H]1CN([C@@H](C)CO)C(=O)c2cccc(NC(=O)Nc3ccccc3)c2O[C@H]1CN(C)Cc1ccc(C(F)(F)F)cc1	9	-28	0	0.2	-0.7	0	-6	3
45	CN(C)NC1CCS(=O)(=O)C1 (stereo not drawn)	/	-4	6	/	0.3	0	-2	-17
46	CC(=O)NCCSc1ccc(S(=O)(=O)N2CCCC2)cn1	-3	-1	-2	0.0	3.8	1	11	-2
47	C[C@@H]1CN([C@H](C)CO)C(=O)c2cc(NS(=O)(=O)c3ccc(F)cc3)ccc2O[C@@H](C)CCCCO[C@H]1CN(C)S(=O)(=O)c1ccccc1	23	/	-33	0.1	-0.8	0	12	18
48	C[C@@H]1CN([C@H](C)CO)C(=O)c2cc(NS(C)(=O)=O)ccc2O[C@@H]1CN(C)C(=O)NC1CCCCC1	-3	14	5	-1.3	-0.9	-8	-2	-4

# One compound at a time, as listed above:
# Profile of Cc1ccccc1OCC(=O)Nc1sc2c(c1C#N)CCC2 → PAX8 reporter: /; ARNT-TACC3 inh: -7; INS-1E GSIS act: 3; XiGFP reactiv: /; CFTR F508del cor: -5.5; ERp5 inh: 0; DENV2 CPE rescue: 4; EWS-Fli inh: -53
# Profile of CC1CC(C)CN(S(=O)(=O)c2ccc3c(c2)oc(=O)n3CC(=O)N2CCOCC2)C1 (stereo not drawn) → PAX8 reporter: 12; ARNT-TACC3 inh: -15; INS-1E GSIS act: /; XiGFP reactiv: 0.0; CFTR F508del cor: 5.5; ERp5 inh: 7; DENV2 CPE rescue: -3; EWS-Fli inh: 1

# Next structures
no.	Structure	PAX8 reporter	ARNT-TACC3 inh	INS-1E GSIS act	XiGFP reactiv	CFTR F508del cor	ERp5 inh	DENV2 CPE rescue	EWS-Fli inh
49	COc1ccc(-n2nc(C(=O)NCC(=O)N3CCC(C)CC3)c3ccccc3c2=O)c(OC)c1	-48	-7	-4	0.3	-1.6	9	-2	-29
50	COc1ccc(CNC(=O)C[C@H]2C=C[C@H](NC(=O)CN(C)C)[C@H](CO)O2)cc1	3	-32	-7	0.1	-1.6	2	0	5
51	O=C(O)[C@@H]1CCCN1C(=O)COc1ccc2c3c(c(=O)oc2c1)CCC3	/	-8	/	/	-7.7	-1	13	2
52	O=C(N/N=C/C1CC=CCC1)c1cc(-c2cccnc2)nc2ccccc12 (stereo not drawn)	15	5	5	-0.1	1.1	2	/	11
53	CCCCCc1cc(=O)oc2c(C(CCN(CC)CC)c3cc(OC)c(OC)c(OC)c3)c(OC)cc(OC)c12 (stereo not drawn)	15	20	63*	0.0	-2.0	-4	-10	51*
54	CCOC(=O)CNC(=O)C1c2ccccc2Oc2ccccc21	6	-17	5	0.0	2.1	4	4	2
55	CCN(CC)CCNC(=O)Cn1cnc2sc(C)c(S(=O)(=O)N3CC(C)CC(C)C3)c2c1=O (stereo not drawn)	10	12	4	0.0	-1.8	0	4	-3
56	Cc1ccc(C(=O)Oc2cc(N)n(S(=O)(=O)c3ccc(F)cc3)n2)cc1	-12	-2	-6	0.0	-1.8	-1	4	5
57	CN(Cc1nc(CC2CC2)no1)CC12CC3CC(CC(C3)C1)C2	5	-13	0	-0.1	-0.4	-10	17	-2
58	COc1ccc(NC(=O)c2ccc3c(c2)CCN3S(=O)(=O)c2ccccc2)cc1	9	-5	0	0.0	0.7	0	-5	0

# Screening data (PubChem)
